GSTO1 inh – inhibitors of recombinant GSTO1, primary screen, counter-screen for RBBP9 inhibitor project, biochemical, fluorescence polarization; 1.1% of 300,000 active; AID 1974, 2009; activity-based probe fluorescence polarization; Glutathione S-transferase omega-1 (Homo sapiens), P78417; inhibition, % at 5.96 µM;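 active = inhibition above the campaign mean inhibition plus 3 SD, cut at about 35% in these data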;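 also: 0% = GSTO1-1 with DMSO and 100% = wells lacking GSTO1-1 enzyme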
Target sequence (P78417 whole entry, looked up): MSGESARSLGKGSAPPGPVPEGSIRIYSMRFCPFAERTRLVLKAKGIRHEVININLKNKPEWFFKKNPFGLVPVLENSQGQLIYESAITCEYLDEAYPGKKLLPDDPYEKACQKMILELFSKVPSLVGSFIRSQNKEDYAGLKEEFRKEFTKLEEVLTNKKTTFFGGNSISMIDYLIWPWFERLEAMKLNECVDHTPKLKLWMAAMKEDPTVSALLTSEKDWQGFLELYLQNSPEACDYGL
PAFAH2 inh – PAFAH2 enzyme inhibitors, primary screen, biochemical, fluorescence polarization, human; 0.99% of 340,000 active; recombinant PAFAH2, FP-rhodamine activity probe; Platelet-activating factor acetylhydrolase 2, cytoplasmic (Homo sapiens), Q99487; AID 492956, 2010; inhibition, % at 3.39 µM;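 active = inhibition above the mean over all tested compounds plus 3 SD, cut at about 30% in these data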;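 also: inhibitors block probe labeling of enzyme so polarization drops; 0% = enzyme with DMSO and 100% = wells lacking PAFAH2 protein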
LYPLA1 inh – LYPLA1 inhibitors, primary screen, counter-screen for PME1 inhibitor project, biochemical, fluorescence polarization, FP-Rh probe ABPP; 0.16% of 320,000 active; inhibition, % at 5.9 µM; recombinant LYPLA1; Acyl-protein thioesterase 1 (Homo sapiens), O75608;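 active = inhibition above the mean of all tested compounds plus 3 SD, set per campaign, cut at about 14% in these data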;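 also: inhibitors block serine hydrolase probe labeling of LYPLA1 so polarization falls; 0% = enzyme with DMSO and 100% = wells lacking LYPLA1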
Target sequence (O75608 whole entry, looked up): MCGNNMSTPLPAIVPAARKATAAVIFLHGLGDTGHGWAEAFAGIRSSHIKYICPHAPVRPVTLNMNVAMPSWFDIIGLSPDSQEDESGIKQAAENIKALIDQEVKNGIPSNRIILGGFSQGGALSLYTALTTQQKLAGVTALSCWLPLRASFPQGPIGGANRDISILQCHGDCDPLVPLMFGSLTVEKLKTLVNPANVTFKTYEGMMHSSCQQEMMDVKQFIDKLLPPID
Fam108B counter – mouse Fam108B serine hydrolase inhibitors, primary screen, counter-screen for RBBP9 inhibitor project, biochemical, fluorescence polarization; inhibition, % at 9.51 µM; recombinant Fam108B, FP-Rh probe fluorescence polarization; 0.33% of 300,000 active;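 active = inhibition above the screen mean inhibition plus 3 SD, computed separately per campaign, cut at about 18% in these data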;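 also: inhibitors lower polarization as less probe binds the enzyme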
PAFAH1B3 inh – PAFAH1B3 enzyme inhibitors, primary screen, biochemical, fluorescence polarization, human | Platelet-activating factor acetylhydrolase IB subunit alpha1 (Homo sapiens), Q15102 | recombinant PAFAH1B3, FP-rhodamine probe | inhibition, % at 3.39 µM | 0.28% of 340,000 active;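 active = inhibition above the screen-wide average of all tested compounds plus 3 SD, cut at about 25% in these data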;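 also: 0% = enzyme with DMSO only and 100% = wells lacking PAFAH1B3 protein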
Target sequence (Q15102 whole entry, looked up): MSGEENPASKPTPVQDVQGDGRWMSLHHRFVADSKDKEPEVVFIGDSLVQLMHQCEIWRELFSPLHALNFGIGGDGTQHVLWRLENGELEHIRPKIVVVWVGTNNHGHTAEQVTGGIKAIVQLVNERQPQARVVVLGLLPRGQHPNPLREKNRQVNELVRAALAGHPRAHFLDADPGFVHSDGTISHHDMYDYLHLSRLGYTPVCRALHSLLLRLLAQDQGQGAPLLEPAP
PAD4 FP inh – human PAD4 inhibitors, primary screen, biochemical, fluorescence polarization, 1536-well format; inhibition, % at 6.36 µM; Protein-arginine deiminase type-4 (Homo sapiens), Q9UM07; recombinant PAD4, RCA probe fluorescence polarization; 0.41% of 330,000 active;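 active = percent inhibition above a cutoff equal to the mean of all tested compounds plus 3 SD, cut at about 15% in these data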;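 also: 0% = PAD4 with RCA probe and DMSO and 100% = probe without PAD4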
PAFAH1B2 inh – PAFAH1B2 enzyme inhibitors, primary screen, biochemical, fluorescence polarization, human. Platelet-activating factor acetylhydrolase IB subunit alpha2 (Homo sapiens), P68402. recombinant PAFAH1B2, FP-rhodamine activity probe. inhibition, % at 3.39 µM. 1.2% of 340,000 active;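 active = inhibition above the mean of all tested compounds plus 3 SD, cut at about 24% in these data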;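 also: 0% = enzyme with DMSO and 100% = wells lacking PAFAH1B2; many of its hits are not listed in these tables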
Target sequence (P68402 whole entry, looked up): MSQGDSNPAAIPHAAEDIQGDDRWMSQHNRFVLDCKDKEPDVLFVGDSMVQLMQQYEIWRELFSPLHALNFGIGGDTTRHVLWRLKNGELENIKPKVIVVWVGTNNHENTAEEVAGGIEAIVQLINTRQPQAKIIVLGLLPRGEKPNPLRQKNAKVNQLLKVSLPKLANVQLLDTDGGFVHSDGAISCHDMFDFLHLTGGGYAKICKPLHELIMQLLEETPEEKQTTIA
PME-1 primary – PME-1 inhibitors via competitive probe labeling, primary screen, biochemical, fluorescence polarization, FP-Rh probe, HTS. inhibition, % at 5.9 µM. recombinant PME-1. Protein phosphatase methylesterase 1 (Homo sapiens), Q9Y570. 0.53% of 320,000 active;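 active = inhibition above the campaign mean of all compounds plus 3 SD, cut at about 26% in these data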;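 also: competitive labeling of PME-1 active site by serine hydrolase directed probe; 0% = PME-1 with DMSO and 100% = wells lacking PME-1 enzyme; inhibitors block probe labeling so polarization falls and inhibition rises; many of its hits are not listed in these tables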
pPAFAH inh – pPAFAH enzyme inhibitors, primary screen, biochemical, fluorescence polarization, human; recombinant pPAFAH, FP-rhodamine probe fluorescence polarization; 1.5% of 330,000 active; inhibition, % at 3.39 µM;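 active = inhibition above the mean inhibition across the screen plus 3 SD, cut at about 25% in these data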;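 also: inhibitors block binding of the rhodamine activity-based probe so polarization drops; 0% = enzyme with DMSO and 100% = wells lacking pPAFAH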
Numbers without * were called inactive. These rows are one share of the data; rates above refer to the full screens.

For O=S(=O)(NC1CC1)c1ccc(F)c(F)c1 the results were GSTO1 inh -3, PAFAH2 inh 6, LYPLA1 inh 2, Fam108B counter 1, PAFAH1B3 inh 5, PAD4 FP inh 3, PAFAH1B2 inh 7, PME-1 primary -3 and pPAFAH inh 9.
For CCCNC(=S)Nc1ccccc1 the results were GSTO1 inh 2, PAFAH2 inh 8, LYPLA1 inh -1, Fam108B counter 6, PAFAH1B3 inh 7, PAD4 FP inh 2, PAFAH1B2 inh 8, PME-1 primary 0 and pPAFAH inh 6.
For O=C(CSc1nc2ccccc2c(=O)n1-c1ccccc1)c1cccc([N+](=O)[O-])c1 the results were GSTO1 inh 0, PAFAH2 inh -2, LYPLA1 inh 0, Fam108B counter -1, PAFAH1B3 inh -1, PAD4 FP inh -5, PAFAH1B2 inh 0, PME-1 primary -2 and pPAFAH inh 3.
`Cc1cc(NC(=O)c2ccccc2-c2ccccc2)ccc1Br` gave GSTO1 inh 7, PAFAH2 inh -10, LYPLA1 inh -13, Fam108B counter -19, PAFAH1B3 inh -2, PAD4 FP inh -5, PAFAH1B2 inh 5, PME-1 primary -14 and pPAFAH inh -10.
`O=C(O)CCNc1ccc(NCCC(=O)O)c2c1C(=O)c1ccccc1C2=O` gave GSTO1 inh 18, PAFAH2 inh 46*, LYPLA1 inh 9, Fam108B counter 36*, PAFAH1B3 inh 25, PAD4 FP inh 22*, PAFAH1B2 inh 16, PME-1 primary 27* and pPAFAH inh 62*.
For O=C(Nc1cc(C(F)(F)F)ccc1N1CCOCC1)c1cnccn1 the results were GSTO1 inh -6, PAFAH2 inh 0, LYPLA1 inh -3, Fam108B counter -2, PAFAH1B3 inh 2, PAD4 FP inh 4, PAFAH1B2 inh 2, PME-1 primary -6 and pPAFAH inh 1.
`O=C(c1cnccn1)N(Cc1cccs1)C1(C(=O)NC2CCCCC2)CCCCC1` gave GSTO1 inh 7, PAFAH2 inh 7, LYPLA1 inh -3, Fam108B counter -2, PAFAH1B3 inh 3, PAD4 FP inh 1, PAFAH1B2 inh -2, PME-1 primary -2 and pPAFAH inh 4.
O=C(CSc1nc2nccnc2c(=O)n1Cc1cccs1)Nc1ccccc1 was read as GSTO1 inh 4, PAFAH2 inh -1, LYPLA1 inh -7, Fam108B counter -1, PAFAH1B3 inh 8, PAD4 FP inh -2, PAFAH1B2 inh -3, PME-1 primary -2 and pPAFAH inh 1.
For OCCCN=C1CCCc2c1[nH]c1ccc(Cl)cc21 the results were GSTO1 inh 1, PAFAH2 inh -3, LYPLA1 inh 1, Fam108B counter -1, PAFAH1B3 inh 9, PAD4 FP inh 3, PAFAH1B2 inh 5, PME-1 primary -3 and pPAFAH inh 4.
`CCCOc1ccc(CCc2n[nH]c(=S)n2Cc2ccccc2)cc1` gave GSTO1 inh -3, PAFAH2 inh 1, LYPLA1 inh -1, Fam108B counter -4, PAFAH1B3 inh 2, PAD4 FP inh -4, PAFAH1B2 inh 12, PME-1 primary 3 and pPAFAH inh 0.
Cc1c(Cl)cccc1NC(=O)NC1CCCCC1 was read as GSTO1 inh -1, PAFAH2 inh 1, LYPLA1 inh -1, Fam108B counter -3, PAFAH1B3 inh 0, PAD4 FP inh 1, PAFAH1B2 inh 4, PME-1 primary -4 and pPAFAH inh 6.
For Cc1ccc(NC(=O)c2ccc(NS(=O)(=O)c3ccc4[nH]c(=O)[nH]c4c3)cc2)nc1 the results were GSTO1 inh -16, PAFAH2 inh 5, LYPLA1 inh 0, Fam108B counter -1, PAFAH1B3 inh -3, PAD4 FP inh -4, PAFAH1B2 inh -1, PME-1 primary -1 and pPAFAH inh 8.
`CCOC(=O)C1CCN(C(=O)CC2C(=O)N(Cc3ccccc3)C(C)c3nc4ccccc4n32)CC1` (centres undefined) gave GSTO1 inh 2, PAFAH2 inh 5, LYPLA1 inh 2, Fam108B counter -6, PAFAH1B3 inh 7, PAD4 FP inh -2, PAFAH1B2 inh 7, PME-1 primary -2 and pPAFAH inh 9.
COCCn1c(SCC(=O)Nc2sc(C)c(C)c2C#N)nnc1C(C)C was read as GSTO1 inh 6, PAFAH2 inh -2, LYPLA1 inh -4, Fam108B counter 2, PAFAH1B3 inh -2, PAD4 FP inh -1, PAFAH1B2 inh 4, PME-1 primary -2 and pPAFAH inh -2.
For COC(=O)C1=C(C)N(Cc2ccc(OC)cc2)C(=O)/C1=C\c1ccco1 the results were GSTO1 inh 7, PAFAH2 inh 10, LYPLA1 inh 0, Fam108B counter 2, PAFAH1B3 inh 6, PAD4 FP inh 1, PAFAH1B2 inh 3, PME-1 primary -3 and pPAFAH inh 5.
For COc1ccc(S(=O)(=O)N(C)C[C@H]2Oc3ccc(NC(=O)Nc4c(C)noc4C)cc3C(=O)N([C@H](C)CO)C[C@@H]2C)cc1 the results were PAFAH2 inh -9, PAFAH1B3 inh -3, PAD4 FP inh -1, PAFAH1B2 inh 6 and pPAFAH inh 1.
`COC(=O)CCCC(=O)Nc1ccc(Br)cc1` gave GSTO1 inh 0, PAFAH2 inh -4, LYPLA1 inh -1, Fam108B counter 2, PAFAH1B3 inh 7, PAD4 FP inh 3, PAFAH1B2 inh -1, PME-1 primary 3 and pPAFAH inh 1.
`Cc1ccc(-c2csc3nc(SCC(N)=O)n(Cc4ccccc4)c(=O)c23)cc1` gave GSTO1 inh 2, PAFAH2 inh 8, LYPLA1 inh -6, Fam108B counter -4, PAFAH1B3 inh 5, PAD4 FP inh 2, PAFAH1B2 inh -4, PME-1 primary 5 and pPAFAH inh 8.
`O=C1OC(c2cccc([N+](=O)[O-])c2)C2(CCCC2)C(=O)C12CCCCC2` (centres undefined) gave GSTO1 inh 4, PAFAH2 inh 1, LYPLA1 inh 0, Fam108B counter -1, PAFAH1B3 inh 1, PAD4 FP inh 2, PAFAH1B2 inh 2, PME-1 primary 13 and pPAFAH inh 3.
For Cc1ccc(-c2cc(C(=O)N3CCOCC3)c3ccccc3n2)cc1 the results were GSTO1 inh -5, PAFAH2 inh -2, LYPLA1 inh -1, Fam108B counter -4, PAFAH1B3 inh -3, PAD4 FP inh -7, PAFAH1B2 inh 6, PME-1 primary -1 and pPAFAH inh 8.
Screening CCn1c(NCc2ccco2)nc2ccccc21 returned GSTO1 inh 9, PAFAH2 inh -2, LYPLA1 inh 1, Fam108B counter 3, PAFAH1B3 inh 7, PAD4 FP inh 1, PAFAH1B2 inh 5, PME-1 primary 1 and pPAFAH inh 3.
`COc1ccc(NS(=O)(=O)c2cccc(C(=O)NNC(=O)c3ccc(NC(C)=O)cc3)c2)cc1` gave GSTO1 inh 10, PAFAH2 inh 1, LYPLA1 inh 1, Fam108B counter -2, PAFAH1B3 inh 3, PAD4 FP inh -4, PAFAH1B2 inh -1, PME-1 primary 1 and pPAFAH inh 26*.
For CCOC(=O)C(CC)n1nc(C)n2c(cc3occc32)c1=O (centres undefined) the results were GSTO1 inh 6, PAFAH2 inh 7, LYPLA1 inh -6, Fam108B counter 4, PAFAH1B3 inh 7, PAD4 FP inh -1, PAFAH1B2 inh 4, PME-1 primary 4 and pPAFAH inh -2.
Screening CC(C)=CC(=O)OCC(=O)NC(=O)NC(C)(C)C returned GSTO1 inh 7, PAFAH2 inh 10, LYPLA1 inh 1, Fam108B counter -2, PAFAH1B3 inh -1, PAD4 FP inh -2, PAFAH1B2 inh 2, PME-1 primary 1 and pPAFAH inh -1.
Screening CCc1ccc(C(=O)NNC(=O)CN2C(=O)NC(CC)(c3ccccc3)C2=O)cc1 (centres undefined) returned GSTO1 inh -2, PAFAH2 inh -6, LYPLA1 inh 2, Fam108B counter 1, PAFAH1B3 inh 5, PAD4 FP inh -5, PAFAH1B2 inh 5, PME-1 primary -2 and pPAFAH inh 8.
CCOC(=O)/C(Sc1nc(-c2ccccc2)cc(-c2ccccc2)c1C#N)=C(\C)O was read as GSTO1 inh -8, PAFAH2 inh 8, LYPLA1 inh 1, Fam108B counter 6, PAFAH1B3 inh 4, PAD4 FP inh -5, PAFAH1B2 inh 2, PME-1 primary 0 and pPAFAH inh 3.
For COc1ccc(-c2cc3nc4n(c(=O)c3s2)CCC4)cc1 the results were GSTO1 inh 12, PAFAH2 inh 2, LYPLA1 inh 1, Fam108B counter 4, PAFAH1B3 inh 12, PAD4 FP inh -2, PAFAH1B2 inh -3, PME-1 primary -21 and pPAFAH inh 4.
For CC(CS(=O)(=O)c1cccc2cccnc12)N1CCCCC1 (centres undefined) the results were GSTO1 inh -2, PAFAH2 inh 3, LYPLA1 inh -4, Fam108B counter -7, PAFAH1B3 inh 8, PAD4 FP inh 5, PAFAH1B2 inh 7, PME-1 primary -6 and pPAFAH inh 0.
Screening Oc1ccc(/C=N/n2cc(-c3ccccc3)[nH]c2=S)cc1 returned GSTO1 inh -16, PAFAH2 inh 1, LYPLA1 inh -1, Fam108B counter 4, PAFAH1B3 inh 3, PAD4 FP inh -4, PAFAH1B2 inh 2, PME-1 primary 5 and pPAFAH inh -1.
`CC(C)Cc1nnc(NS(=O)(=O)c2ccc(Cl)cc2)s1` gave GSTO1 inh -4, PAFAH2 inh -6, LYPLA1 inh 1, Fam108B counter 3, PAFAH1B3 inh -2, PAD4 FP inh 2, PAFAH1B2 inh 4, PME-1 primary 2 and pPAFAH inh -2.
Screening CCn1cc(C(=O)NCCCN(CC(C)C)CC(C)C)c(=O)c2cc(S(=O)(=O)N3CCOCC3)ccc21 returned GSTO1 inh 1, PAFAH2 inh 8, LYPLA1 inh 2, Fam108B counter 1, PAFAH1B3 inh 6, PAD4 FP inh -6, PAFAH1B2 inh -2, PME-1 primary 5 and pPAFAH inh -2.

Among those listed so far, these contain a furan ring, fused or not:
For COC(=O)C1=C(C)N(Cc2ccc(OC)cc2)C(=O)/C1=C\c1ccco1 the results were GSTO1 inh 7, PAFAH2 inh 10, LYPLA1 inh 0, Fam108B counter 2, PAFAH1B3 inh 6, PAD4 FP inh 1, PAFAH1B2 inh 3, PME-1 primary -3 and pPAFAH inh 5.
Screening CCn1c(NCc2ccco2)nc2ccccc21 returned GSTO1 inh 9, PAFAH2 inh -2, LYPLA1 inh 1, Fam108B counter 3, PAFAH1B3 inh 7, PAD4 FP inh 1, PAFAH1B2 inh 5, PME-1 primary 1 and pPAFAH inh 3.
For CCOC(=O)C(CC)n1nc(C)n2c(cc3occc32)c1=O (centres undefined) the results were GSTO1 inh 6, PAFAH2 inh 7, LYPLA1 inh -6, Fam108B counter 4, PAFAH1B3 inh 7, PAD4 FP inh -1, PAFAH1B2 inh 4, PME-1 primary 4 and pPAFAH inh -2.
